VP16 counter: VP16 counterscreen qHTS for inhibitors of ROR gamma transcriptional activity. Potency, µM (series often up to 53.6 µM), for the others: top-dose activity, negative = inhibition, hits mostly inhibitors. AID 2546, 2010. Drosophila S2 Gal4-VP16 UAS-luciferase, luminescence, 20 h. 310,000 compounds, 3.5% hits;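 note: Gal4-VP16 expression switched on by copper sulfate through the metallothionein promoter; % is set by controls: 0 for no effect and ±100 for the full control effect; nearly all actives have a fitted effect of over 50% in size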
p53 reactivation: qHTS assay for re-activators of p53 using a Luc reporter | H1299 p53-A138V BP100-luciferase reporter, luminescence, 24 h | 320,000 compounds, 0.063% hits | Potency, µM (titrated, usually from 92.2 µM), for inactives: at the top dose activity change, positive = activation, usual class: activators | AID 504706, 2011; note: % of control where 0% means no effect; nearly all actives have a fitted effect of over 45% in size
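H1299 (p53-null), stable ts p53-A138V + BP100-Luc; 1000 cells/well, Opti-MEM/10% FBS; cpd 4 pt, 1:5; 24 h, 37 deg C, 5% CO2; detection reagent 10 min RT; luminescence.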
BRCA1 expr up: qHTS Assay to Identify Small Molecule Activators of BRCA1 Expression. MCF7-BRCA1-FFLuc reporter, luminescence, 48 h; response scale: scaled: vehicle 0%, 10 µM genistein 100%. AID 624202, 2012. Potency, µM (highest dose often 46.1 µM), for inactives: at the top dose activation, most hits filed as activators. 380,000 compounds, 1.1% hits; note: nearly all actives have a fitted effect of over 80% in size; some results filed as inactive show a strong effect at the top dose
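Luminescence from a BRCA1-driven firefly luciferase in MCF7 cells was the read-out, taken 15 min after substrate addition following 48 h compound exposure at 37 °C. Data were normalized to a 10 microM genistein control and DMSO vehicle.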
MLL CXXC-DNA inh: qHTS Fluorescence Polarization Assay for Inhibitors of MLL CXXC domain - DNA interaction; AID 2662, 2010; 290,000 compounds, 0.037% hits; Histone-lysine N-methyltransferase 2A (Homo sapiens), Q03164; MLL-CXXC / FITC-HOXA9 DNA fluorescence polarization; Potency, µM (top dose mostly 115 µM), for the others: at the highest dose activity change, negative = inhibition, hits mostly inhibitors; active = well fitted inhibition curve with a large enough effect in the polarisation, with a control signal flat, not every such curve was filed as active; inconclusive = small, poorly fitted or top-dose-only effect, or effect the other way, or a change in a side signal; inactive = no such curve, though single readings can be large or run the other way; the % refers to the polarisation
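Steps: dispense CXXC domain solution (7 uM) → pin compounds or unlabeled HOX-A9 DNA control → 5 min ambient → add FLSN-HOX-A9 solution (50 nM) → spin → 30 min ambient → fluorescence polarization. Tris pH 7.5/NaCl/DTT/BSA buffer.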
FLuc modulator: qHTS profiling assay for firefly luciferase inhibitor/activator using purifed enzyme and Km concentrations of substrates (counterscreen for miR-21 project). Luciferin 4-monooxygenase (Photinus pyralis), P08659. purified FLuc, Km substrates, luminescence inhibition. Potency, µM (series often up to 57.5 µM), without a hit: at the top dose activity change, negative = inhibition, hits mostly inhibitors. 360,000 compounds, 6.9% hits. AID 588342, 2011;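 note: plate controls were vehicle for no effect and reference inhibitor for full effect; nearly all actives have a fitted effect of over 55% in size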
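Biochemical qHTS of compounds, final roughly 60 µM downward over six points, against 10 nM purified firefly luciferase using Km concentrations of substrates (10 uM D-luciferin, 10 uM ATP) in Tris acetate pH 7.5 buffer; luminescence output.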
NPC1 promoter act: qHTS Assay for NPC1 Promoter Activators. Potency, µM (series often up to 9.22 µM), without a hit: top-dose activation, most hits filed as activators. Huh7 NPC1 promoter luciferase reporter, 24 h. AID 485313, 2010. 320,000 compounds, 2.4% hits;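 note: % of control where 0% means no effect; nearly all actives have a fitted effect of over 60% in size; reporter is driven by a mutant NPC1 promoter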
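NPC1 promoter–luciferase Huh7 cells; 24 h compound; luminescence.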
uPA surface inh: qHTS for Inhibitors of Cell Surface uPA Generation | cell surface uPA generation assay, qHTS | Potency, µM (series often up to 38.3 µM), for inactives: at the top dose activity change, negative = inhibition, usual class: inhibitors | 330,000 compounds, 0.31% hits; active = well fitted inhibition curve with a large enough effect; inconclusive = small, poorly fitted or top-dose-only effect; inactive = no such curve, though single readings can be large or run the other way; tested in mouse RAW 264.7 cells; note: % is set by controls: 0 for no effect and ±100 for the full control effect; nearly all actives have a fitted effect of over 55% in size
Rab9 promoter act: qHTS Assay for Rab9 Promoter Activators; Huh7 Rab9 promoter-luciferase reporter, luminescence, 24 h; Potency, µM (doses to about 9.22 µM), for inactives: at the highest dose activation, negative = inhibition, actives largely listed as activators; 320,000 compounds, 2.8% hits; AID 485297, 2010; note: % of control where 0% means no effect; nearly all actives have a fitted effect of over 60% in size
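Using Huh7 cells stably transfected with Rab9 promoter–luciferase, compounds were incubated 24 h at 37 °C, 5% CO2; luciferase luminescence was read 10 min after reagent addition.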
MBNL1 CUG block: qHTS Assay for Inhibitors of MBNL1-poly(CUG) RNA binding. Muscleblind-like protein 1 (Homo sapiens), Q9NR56. TR-FRET MBNL1-His/biotin-(CUG)12 binding, 665/545 ratio. Potency, µM (titrated, usually from 57.5 µM), without a hit: at the top dose activity change, negative = inhibition, most hits filed as inhibitors. 280,000 compounds, 0.036% hits. AID 2675, 2010; active = well fitted inhibition curve with a large enough effect in the signal ratio, with a control signal flat, not every such curve was filed as active; inconclusive = small, poorly fitted or top-dose-only effect, or effect the other way, or a change in a side signal; inactive = no such curve, though single readings can be large or run the other way; the % refers to the signal ratio; note: % is set by controls: 0 for no effect and ±100 for the full control effect
Target sequence (Q9NR56 whole entry, looked up): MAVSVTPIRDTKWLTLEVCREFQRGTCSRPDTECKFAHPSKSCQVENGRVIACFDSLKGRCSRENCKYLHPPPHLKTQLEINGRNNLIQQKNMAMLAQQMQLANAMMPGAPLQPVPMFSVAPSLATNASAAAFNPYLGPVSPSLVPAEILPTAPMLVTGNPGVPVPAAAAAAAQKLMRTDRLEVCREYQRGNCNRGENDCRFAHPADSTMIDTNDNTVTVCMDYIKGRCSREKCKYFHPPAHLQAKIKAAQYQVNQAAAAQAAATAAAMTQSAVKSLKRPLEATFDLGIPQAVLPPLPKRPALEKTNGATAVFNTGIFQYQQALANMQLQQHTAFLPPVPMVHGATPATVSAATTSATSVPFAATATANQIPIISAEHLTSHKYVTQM
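TR-FRET readout: Ex 340 nm, 665/545 nm emission ratio, normalized to buffer-only (basal) and MBNL1-(CUG)12 controls. Complex of MBNL1-His with Biotin-(CUG)12, compounds 92 nM–58 uM, incubated 60 min at room temperature.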
RORg inh: qHTS for inhibitors of ROR gamma transcriptional activity; Nuclear receptor ROR-gamma (Mus musculus), P51450; Drosophila S2 Gal4-RORgamma UAS-luciferase reporter, 20 h; Potency, µM (top dose mostly 53.6 µM), for the others: top-dose activity change, negative = inhibition, hits mostly inhibitors; 310,000 compounds, 5.4% hits; note: % is set by controls: 0 for no effect and ±100 for the full control effect; nearly all actives have a fitted effect of over 60% in size
Target sequence (P51450 whole entry, looked up, the tested form may be a part): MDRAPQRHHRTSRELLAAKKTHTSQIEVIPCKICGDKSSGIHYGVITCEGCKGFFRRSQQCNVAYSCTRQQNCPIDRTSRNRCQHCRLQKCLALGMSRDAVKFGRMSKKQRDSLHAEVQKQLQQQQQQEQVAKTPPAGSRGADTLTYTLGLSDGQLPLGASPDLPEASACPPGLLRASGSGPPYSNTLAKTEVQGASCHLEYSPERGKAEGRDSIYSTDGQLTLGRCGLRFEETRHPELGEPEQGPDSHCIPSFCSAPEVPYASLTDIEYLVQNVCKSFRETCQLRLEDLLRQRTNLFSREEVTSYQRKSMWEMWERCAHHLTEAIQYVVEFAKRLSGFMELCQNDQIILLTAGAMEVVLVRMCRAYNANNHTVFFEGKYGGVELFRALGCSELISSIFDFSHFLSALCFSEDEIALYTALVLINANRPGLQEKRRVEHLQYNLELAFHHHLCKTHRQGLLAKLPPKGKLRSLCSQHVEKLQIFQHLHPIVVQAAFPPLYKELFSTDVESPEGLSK
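A Gal4/UAS one-hybrid system in insect cells: metallothionein-promoter Gal4–ROR gamma fusion plus Photinus luciferase reporter. Copper sulfate 700 uM final, 20 hr ambient incubation, luminescent detection after 10 min with reagent.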
ELG1 genotox: qHTS screen for small molecules that induce genotoxicity in human embryonic kidney (HEK293T) cells expressing luciferase-tagged ELG1 | HEK293T ELG1-luciferase reporter, luminescence, 16 h | Potency, µM (series often up to 46 µM), without a hit: top-dose activity change, positive = activation, most hits filed as activators | AID 504466, 2011 | 330,000 compounds, 1.3% hits; note: % of control where 0% means no effect; nearly all actives have a fitted effect of over 60% in size
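Genotoxic stress is detected as increased luminescence from luciferase-tagged ELG1 in HEK293T cells, measured with ONE-Glo after a 16 hr treatment at 37 °C.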
* marks the source's active call; other numbers are inactive results; ? = inconclusive; / = no result given; [ ] = remark or other dose. Unless noted, calls come from the whole dose curve; as a rule, active = well fitted curve in the direction sought with a large enough effect; inconclusive = small, poorly fitted or top-dose-only effect, or another doubt; inactive = no such curve, though single readings can be large; an effect the other way counts as inactive or inconclusive. Potency is the fitted concentration of half-maximal effect. Some of the compounds tested (hit frequency here may not be typical).

# | canonical_smiles | VP16 counter | p53 reactivation | BRCA1 expr up | MLL CXXC-DNA inh | FLuc modulator | NPC1 promoter act
1 | COc1ccc2[nH]c(C)c(CN3CCCCC3)c(=O)c2c1 | 4% | 1% | 0% | 3% | -1% | 1%
2 | CCn1cc(/C=C(\NC(=O)c2ccc(OC)c(OC)c2)C(=O)N2CCN(C)CC2)c2ccccc21 | -17% | -5% | 1% | -2% | 0% | -6%
3 | C/C(=C\C(=O)c1ccc(C)cc1)Nc1ccc(N2CCOCC2)cc1 | 3% | 12% | / | 0% | -1% | 0%
4 | CC(OC(=O)CNC(=O)c1ccco1)C(=O)N(C)c1ccccc1 (configuration not stated) | -16% | -4% | 11% | 0% | 3% | -4%
5 | O=C(NCc1cccnc1)c1ccc(Cl)c(S(=O)(=O)Nc2ccccc2C(=O)NCc2cccnc2)c1 | -2% | 6% | -9% | 5% | ? | 1%
6 | CCCCCC(=O)N/N=C/c1ccccc1[N+](=O)[O-] | 15% | -10% | 54% | 4% | -12% | -6%
7 | Cc1cccc(Cn2nnc3ccccc32)c1O | / | 1% | -30% | / | 5% | -3%
8 | CCn1nc(C)c(Br)c1C(=O)Sc1ccccc1Cl | -20% | 7% | -11% | -2% | 0% | 7%

# | uPA surface inh | Rab9 promoter act | MBNL1 CUG block | RORg inh | ELG1 genotox
1 | -1% | 2% | -9% | -3% | -4%
2 | 3% | -3% | ? | 1% | 0%
3 | / | 14% | 5% | -3% | 0%
4 | -3% | -4% | -7% | 15% | -8%
5 | 19% | -1% | -1% | 6% | 8%
6 | 1% | 7% | ? | 40% | 2%
7 | -11% | 2% | / | / | 3%
8 | 1% | 1% | 5% | ? | -2%

Next part.
# | canonical_smiles | VP16 counter | p53 reactivation | BRCA1 expr up | MLL CXXC-DNA inh | FLuc modulator | NPC1 promoter act
9 | O=C(/C=C/c1ccccc1)NCCS(=O)(=O)N1CCN(c2ccc(F)cc2)CC1 | / | 4% | -8% | / | 5% | 1%
10 | O=C(NNC(=O)c1cc(-c2ccncc2)nc2ccccc12)c1ccccc1O | / | 2% | -57% | / | ? | -1%
11 | Cn1nnc2c(NCc3ccco3)nccc21 | 12% | 2% | 7% | 22% | 2% | -2%
12 | CCOCCCNS(=O)(=O)c1ccc2c(c1)CCN2C(=O)CC | 0% | -4% | 0% | -3% | 4% | 0%
13 | COc1ccc(CN(C)C(c2ccccc2)c2nnnn2-c2ccccc2C)c(OC)c1C (configuration not stated) | -15% | -7% | -49% | 1% | 4% | 1%
14 | CCOc1ccccc1N1CCN(Cc2cc3c(cc2[N+](=O)[O-])OCO3)CC1 | -9% | / | 1% | -1% | 1% | -2%
15 | COc1cccc(-c2cnc(NCc3cc(Cl)ccc3O)n2C)c1 | 4% | 3% | -17% | 6% | -11% | 0%
16 | Cc1cccc(COCC(Cc2ccccc2)N2CCN(C(=O)c3ccc(Cl)c(Cl)c3)CCC2=O)c1 (configuration not stated) | -5% | -8% | -17% | 4% | -2% | -2%
17 | Cc1ccc(NS(=O)(=O)c2ccc(NS(=O)(=O)c3cccs3)cc2)cc1 | 13% | 0% | -13% | -2% | 0% | 1%
18 | COC(=O)Cc1ccc(NC(=S)NCc2cccc(OC)c2)cc1 | 8%[10 µM] | 1% | -17% | -3% | -12% | 1%

# | uPA surface inh | Rab9 promoter act | MBNL1 CUG block | RORg inh | ELG1 genotox
9 | 6% | -3% | / | / | 1%
10 | 1% | -12% | / | / | -5%
11 | -2% | 1% | -8% | -15% | 2%
12 | 0% | -3% | -2% | 0% | 2%
13 | 16% | -8% | 6% | 34% | -7%
14 | -2% | -4% | ? | 7% | -10%
15 | 4% | 2% | 6% | -24% | -2%
16 | ? | -9% | -1% | 37% | -7%
17 | -1% | -10% | -3% | 14% | -5%
18 | 4% | -9% | -6% | 13µM* | -4%

Numbers 1 to 5, quoted:
# | canonical_smiles | VP16 counter | p53 reactivation | BRCA1 expr up | MLL CXXC-DNA inh | FLuc modulator | NPC1 promoter act
1 | COc1ccc2[nH]c(C)c(CN3CCCCC3)c(=O)c2c1 | 4% | 1% | 0% | 3% | -1% | 1%
2 | CCn1cc(/C=C(\NC(=O)c2ccc(OC)c(OC)c2)C(=O)N2CCN(C)CC2)c2ccccc21 | -17% | -5% | 1% | -2% | 0% | -6%
3 | C/C(=C\C(=O)c1ccc(C)cc1)Nc1ccc(N2CCOCC2)cc1 | 3% | 12% | / | 0% | -1% | 0%
4 | CC(OC(=O)CNC(=O)c1ccco1)C(=O)N(C)c1ccccc1 (configuration not stated) | -16% | -4% | 11% | 0% | 3% | -4%
5 | O=C(NCc1cccnc1)c1ccc(Cl)c(S(=O)(=O)Nc2ccccc2C(=O)NCc2cccnc2)c1 | -2% | 6% | -9% | 5% | ? | 1%

# | uPA surface inh | Rab9 promoter act | MBNL1 CUG block | RORg inh | ELG1 genotox
1 | -1% | 2% | -9% | -3% | -4%
2 | 3% | -3% | ? | 1% | 0%
3 | / | 14% | 5% | -3% | 0%
4 | -3% | -4% | -7% | 15% | -8%
5 | 19% | -1% | -1% | 6% | 8%

Results in p53 reactivation, FLuc modulator and BRCA1 expr up (2 entries from above):
entry | smiles | p53 reactivation | FLuc modulator | BRCA1 expr up
10 | O=C(NNC(=O)c1cc(-c2ccncc2)nc2ccccc12)c1ccccc1O | 2% | ? | -57%
11 | Cn1nnc2c(NCc3ccco3)nccc21 | 2% | 2% | 7%

Assay outcomes: PubChem, National Center for Advancing Translational Sciences (NCATS)
